Bioassay records deposited in PubChem by several laboratories.
PhoP inhibition = PhoP-dependent GFP reporter repression – Salmonella Typhimurium, primary screen (AID 1863) | one-dose inhibition, % at 50 µM; IC50 in µM for titrated hits | 0.16% of 300,000 active | S. Typhimurium PhoP-regulated promoter GFP reporter, 4 h; higher % means a stronger effect;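 active = inhibition over 29.93%, a cutoff 3 SD above the screen mean, later confirmed by dose response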;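 note: 0% = low Mg2+ inducing control and 100% = high Mg2+ repressing control; strong numbers were not always called active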
MgcRacGAP inhibition = MgcRacGAP GTPase-activating activity inhibitors, confirmation, biochemical, ADP Hunter fluorescence; AID 624330; 0.6% of 340,000 active; MgcRacGAP-stimulated Rac1 GTP hydrolysis, ADP Hunter fluorescence; higher % means a stronger effect; GST-tagged Rac1 F28L mutant substrate; one-dose inhibition, % at 30 µM; IC50 in µM for titrated hits;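 active = first-screen hits whose inhibition reached a set limit at any dose in the follow-up dose series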;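 note: fluorescence reports GDP produced by GAP-driven GTP hydrolysis; strong numbers were not always called active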
Large T inhibition = TAg ATPase/helicase activity blockers – biochemical (AID 1903). SV40 large T antigen ATPase/helicase inhibition assay; higher % means a stronger effect. inhibition, % at 20 µM; hits with a dose series show IC50 in µM. 0.39% of 310,000 active; in the data active = a potency from the dose series; note: strong numbers were not always called active
NS5 inhibitors = flavivirus cap methylation enzyme inhibition – biochemical, confirmation dose response, primary screen (AID 588689); Dengue-2 NS5 methyltransferase capping enzyme assay, biochemical; higher % means a stronger effect; inhibition, % at 25 µM, or IC50 in µM where a hit was titrated; 0.3% of 340,000 active; in the data active = a potency from the dose series
ER stress rescue = rescue of cells from ER stress-induced death, primary screen, 384-well, CSM14.1, thapsigargin, ATP luminescence (AID 1222) | CSM14.1 thapsigargin-induced death rescue, ATP luminescence; higher % means a stronger effect | cellular ATP content (survival), % at 20 µM; hits with a dose series show EC50 in µM | 190,000 tested, under 10 active;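 active = EC50 below 50 µM in the dose-response confirmation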;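 note: death triggered by thapsigargin at about 15 µM added after 2 h compound pretreatment; cell ATP read after overnight thapsigargin exposure of roughly 18 to 22 hours; normalized against plate controls of thapsigargin alone and 5% DMSO vehicle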
LYP inhibition = inhibitors of LYP phosphatase, biochemical, fluorescence intensity, uHTS (AID 1779) | recombinant LYP phosphatase, fluorescence intensity; higher % means a stronger effect | one-dose inhibition, % at 11.5 µM; IC50 in µM for titrated hits | 0.054% of 290,000 active; in the data active = inhibition above about 50%;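 note: plate controls were vehicle with enzyme for no effect and no enzyme for full effect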
GPR35 arrestin U2OS = GPR35 antagonists blocking zaprinast-driven arrestin recruitment, primary screen, imaging, U2OS, beta-arrestin-GFP, zaprinast agonist (AID 2058). 0.052% of 290,000 active. inhibition, % at 10 µM; hits with a dose series show IC50 in µM. U2OS GPR35 beta-arrestin-GFP translocation imaging, zaprinast antagonism; higher % means a stronger effect;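 active = inhibition of at least 50% with at least 30 cells and total cytoplasm GFP at most 10,000,000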
West Nile virus CPE = inhibition of WNV-induced cytopathic effect – cell-based, CPE readout (AID 1621). West Nile virus-infected cells, CPE inhibition; higher % means a stronger effect. CPE inhibition, % at 10 µM, or IC50 in µM where a hit was titrated. 0.02% of 290,000 active; in the data active = a potency from the dose series; note: strong numbers were not always called active
RSV antiviral HEp-2 = RSV antiviral activity via CPE protection, HEp-2 cells, primary 10 µM value included (AID 2391) | HEp-2 cells, RSV-induced CPE inhibition; higher % means a stronger effect | CPE inhibition, % at 10 µM; hits with a dose series show IC50 in µM | 0.13% of 310,000 active; in the data active = a potency from the dose series; note: strong numbers were not always called active
NS5 inhibitors pilot replicate = second read-out of NS5 inhibitors, no call of its own (marks repeat the call); inhibition, %; measured here: pilot screen replicate inhibition
Numbers without * were called inactive; · = no result given. No enrichment for hits; 1.5% or so of the library scored in one or more.

SMILES	PhoP inhibition	MgcRacGAP inhibition	Large T inhibition	NS5 inhibitors	ER stress rescue	LYP inhibition	GPR35 arrestin U2OS	West Nile virus CPE	RSV antiviral HEp-2	others
Cc1ccc(CCNC(=O)C2CCN(S(=O)(=O)N3CCC4(CC3)OCCO4)CC2)cc1	2%	12%	16%	-4%	0.1%	-2%	1%	-0.7%	2.2%
Cc1ccc(C(=O)NC(C)c2ccccc2)o1 (centres undefined)	2%	6%	8%	-5%	-0.5%	-7%	8%	0.0%	0.5%	NS5 inhibitors pilot replicate=1.2
CC(=O)N1CCc2cc(S(=O)(=O)NCCCN3CCN(Cc4ccccc4)CC3)ccc21	-3%	5%	12%	-9%	0.7%	-8%	16%	·	0.1%
Cc1nc2ccc(NC(=S)NC3CC3)cc2nc1C	2%	4%	17%	2%	1.8%	-2%	-1%	-0.4%	1.8%
CCc1ccc(C(C(=O)NCc2ccc(F)cc2)N(C(=O)c2csnn2)C2CC2)cc1 (centres undefined)	1%	4%	8%	-9%	·	-3%	-6%	-0.2%	2.0%
COc1ccc(NC(=O)CC2Nc3cc(C)c(C)cc3NC2=O)c([N+](=O)[O-])c1 (centres undefined)	1%	0%	-3%	-9%	-1.5%	5%	2%	-1.4%	1.1%
O=C(NC(=S)Nc1ncccn1)c1ccccc1Cl	14%	4%	8%	-13%	5.0%	-9%	-22%	-0.5%	1.7%
Cc1ccc(OCC(=O)N/N=C/c2ccco2)cc1	-7%	4%	13%	-3%	-1.8%	-5%	23%	0.3%	-0.7%
O=C(c1ccc(S(=O)(=O)Nc2cccc(C(F)(F)F)c2)cc1)N1CCOCC1	2%	6%	2%	-1%	·	-8%	1%	-0.6%	5.5%
COc1ccc(C(=O)Nc2nc3ccccc3s2)cc1OC	-2%	8%	13%	-7%	-1.9%	5%	8%	0.6%	5.6%
CC(NC(=O)C(=O)NN=C1CCCCCC1)c1ccccc1 (centres undefined)	10%	2%	0%	-2%	-0.3%	-7%	-12%	0.0%	1.3%
COc1cc(C(=O)NCc2ccc3c(c2)OCO3)c([N+](=O)[O-])cc1OC	-3%	-1%	15%	-3%	·	-8%	-6%	0.2%	0.7%
Cc1ccccc1NC(=O)CSc1nnc(-c2ccccc2)n1-c1ccccc1	3%	9%	-2%	1%	-0.2%	-6%	1%	-0.6%	-0.4%
COc1cccc(N2CCN(C(=O)c3cccnc3)CC2)c1	2%	10%	4%	-4%	-1.0%	-11%	13%	0.2%	-0.8%
O=C(Nc1ccc2c(c1)OCCO2)c1coc2ccccc2c1=O	0%	14%	12%	-5%	-1.3%	5%	-2%	-0.8%	2.2%
COc1cccc2cc(C(=O)C3=C(O)C(=O)N(CCN4CCOCC4)C3c3ccc(Cl)cc3)oc12 (centres undefined)	-5%	-10%	23%	-5%	·	6%	-1%	-0.1%	·
C/C(N)=C(/C#N)C(=O)CSc1cc(C)c2cc(C)cc(C)c2n1	-1%	2%	11%	-5%	0.9%	0%	5%	0.6%	12µM*
CN(CCC1CCOCC1)C(=O)CC1C(=O)NCCN1Cc1cccc(F)c1 (centres undefined)	0%	4%	23%	6%	·	-12%	-5%	-0.3%	1.3%
O=C(CN1CCN(Cc2ccc(Cl)cc2)C1=O)NCCN1CCCC1	1%	8%	3%	-1%	-2.4%	-7%	-7%	·	1.6%
CCN(CC)C(=O)Cn1nc(C)c2ccccc2c1=O	-3%	-2%	17%	3%	0.7%	-5%	14%	0.1%	1.0%

Compounds above that have a halogen:
SMILES	PhoP inhibition	MgcRacGAP inhibition	Large T inhibition	NS5 inhibitors	ER stress rescue	LYP inhibition	GPR35 arrestin U2OS	West Nile virus CPE	RSV antiviral HEp-2	others
CCc1ccc(C(C(=O)NCc2ccc(F)cc2)N(C(=O)c2csnn2)C2CC2)cc1 (centres undefined)	1%	4%	8%	-9%	·	-3%	-6%	-0.2%	2.0%
O=C(NC(=S)Nc1ncccn1)c1ccccc1Cl	14%	4%	8%	-13%	5.0%	-9%	-22%	-0.5%	1.7%
O=C(c1ccc(S(=O)(=O)Nc2cccc(C(F)(F)F)c2)cc1)N1CCOCC1	2%	6%	2%	-1%	·	-8%	1%	-0.6%	5.5%
COc1cccc2cc(C(=O)C3=C(O)C(=O)N(CCN4CCOCC4)C3c3ccc(Cl)cc3)oc12 (centres undefined)	-5%	-10%	23%	-5%	·	6%	-1%	-0.1%	·
CN(CCC1CCOCC1)C(=O)CC1C(=O)NCCN1Cc1cccc(F)c1 (centres undefined)	0%	4%	23%	6%	·	-12%	-5%	-0.3%	1.3%
O=C(CN1CCN(Cc2ccc(Cl)cc2)C1=O)NCCN1CCCC1	1%	8%	3%	-1%	-2.4%	-7%	-7%	·	1.6%

Additional entries follow:
SMILES	PhoP inhibition	MgcRacGAP inhibition	Large T inhibition	NS5 inhibitors	ER stress rescue	LYP inhibition	GPR35 arrestin U2OS	West Nile virus CPE	RSV antiviral HEp-2	others
OC(c1ccccc1)c1nc2ccccc2s1 (centres undefined)	-8%	1%	12%	-6%	-1.0%	-8%	-9%	0.4%	1.1%
CCS(=O)c1scc(-c2ccc(Cl)cc2)c1C#N (centres undefined)	-5%	-1%	4%	-1%	·	-7%	-7%	-0.3%	·
CCOC(=O)C1(CC2CCCCO2)CCN(Cc2nc3ccccc3[nH]2)CC1 (centres undefined)	-5%	2%	5%	-5%	0.2%	-7%	2%	-0.7%	0.4%
Cc1oc2c(cc(NS(=O)(=O)c3ccc4c5c(cccc35)C(=O)N4)c3ccccc32)c1C(=O)OC(C)C	-4%	6%	14%	-4%	-0.5%	-4%	2%	·	14%
CC(C)Oc1ccc(S(=O)(=O)N(C(C)C)C(C)C)cn1	1%	4%	5%	-5%	-2.9%	-8%	-4%	1.4%	0.1%
COC(=O)c1ccc(CNC(=O)c2ccc3oc(C(C)C)nc3c2)cc1	-5%	5%	7%	-4%	·	-8%	2%	-0.2%	1.4%
O=C(CCn1cncn1)N1CCCC(N2CCN(c3ccc(F)cc3)CC2)C1 (centres undefined)	-7%	3%	4%	-3%	·	-8%	-6%	-0.3%	1.3%
CCCC(=O)Nc1nc(-c2ccc(OC)cc2)cs1	-2%	10%	-1%	-11%	-0.7%	-4%	-2%	-0.1%	2.5%
COc1ccccc1NC(=O)COc1ccccc1	6%	10%	6%	-6%	-1.1%	0%	16%	1.1%	2.7%
COC1CCCN(Cc2nc(Cc3ccccc3F)no2)C1 (centres undefined)	·	0%	·	-3%	-1.4%	-8%	7%	-0.7%	0.8%
O=C(CCNC(=O)c1ccc([N+](=O)[O-])cc1)N/N=C/c1ccc(F)cc1	1%	0%	2%	-9%	0.6%	-4%	-4%	-0.3%	0.7%
CC1(c2ccc(Cl)cc2)NC(=O)N(CC(=O)Nc2cccnc2Cl)C1=O (centres undefined)	-6%	4%	7%	-1%	·	·	·	·	-0.1%
COc1ccc(NS(=O)(=O)c2ccc3ccccc3c2)c2ncccc12	2%	7%	19%	0%	·	0%	-9%	-0.1%	2.6%
CC1CCCN(c2ncnc3c2cnn3-c2ccccc2)C1 (centres undefined)	-3%	-9%	·	-4%	·	-7%	-18%	0.2%	4.3%
O=C1CSC(=S)N1/N=C/c1ccc(C(F)(F)F)cc1	4%	·	11%	-16%	·	-3%	-1%	-0.1%	1.1%
CC(C)C(NS(=O)(=O)c1cccc2nsnc12)C(=O)N1CCCCC1 (centres undefined)	-5%	1%	8%	-6%	·	-7%	25%	-0.5%	0.6%
COCCCN1C(=O)C2C(C(=O)Nc3cccc(Cl)c3)C3C=CC2(O3)C1C(=O)NC1CCCCC1 (centres undefined)	-5%	4%	13%	-6%	·	-9%	5%	0.0%	1.6%
CC1=NNC(=O)C1Oc1ccccc1 (centres undefined)	-7%	11%	20%	-8%	·	-6%	-2%	0.4%	2.7%
Cc1ccc(C2(CC(=O)N3CCCC3)CCOC(C(C)C)C2)cc1 (centres undefined)	-8%	2%	24%	-10%	-0.8%	-4%	21%	-0.8%	-1.0%
Oc1c(Cl)cc(Cl)cc1CNc1nccs1	1%	16%	25%	·	·	2%	-5%	2.0%	8.1%
O=C(CSc1nnc(-c2c[nH]c3ccccc23)n1-c1ccc(F)cc1)NCc1ccco1	2%	1%	1%	-3%	-2.0%	3%	12%	-0.1%	3.8%
CCOC(=O)CSc1ncnc2c1c(-c1ccccc1)cn2-c1ccc(OC)cc1	8%	6%	10%	-1%	6.1%	4%	-13%	·	9.1%
CCCCCCc1c(C)nc(-n2[nH]c(C)c(CCO)c2=O)[nH]c1=O	8%	8%	6%	-5%	0.4%	-8%	2%	13%	-1.9%
Oc1ccc(Br)cc1/C=N/N1CCN(Cc2cccc3ccccc23)CC1	-7%	9%	2%	-12%	·	0%	4%	-0.7%	1.8%
Cc1cccc(NC(=O)C2CCC(CNC(=O)[C@@H]3Cc4ccccc4CN3)CC2)c1 (some centres undefined)	4%	-30%	9%	6%	·	-12%	-8%	0.2%	0.3%
CNC(=O)/C(C#N)=C/c1c(N(Cc2ccccc2)Cc2ccccc2)nc2c(C)cccn2c1=O	11%	7%	24%	-8%	5.5%	-1%	-10%	-0.3%	11µM*
COC(=O)/C=C1\S/C(=N\N=C\CC(=O)OC)NC1=O	-3%	11%	10%	-5%	·	0%	23%	0.2%	2.3%
O=C(O)CC(NC(=O)C(F)(F)F)c1ccc2c(c1)OCO2 (centres undefined)	-4%	0%	3%	4%	-1.0%	-7%	2%	0.4%	1.2%
COc1cc(/C=C2/N=C(c3ccccc3)OC2=O)c(F)cc1OCc1ccccc1	·	10%	16%	9%	·	·	·	-0.1%	4.9%
O=C(c1ccccc1)c1cc(Cl)ccc1N1C(=O)C=CC1=O	6%	17%	14%	-18%	-1.7%	6%	5%	-0.6%	·
COc1ccc(CCn2ccc(O)c(Cc3ccc(Cl)cc3)c2=O)cc1OC	10%	6%	7%	-11%	-0.2%	-2%	2%	0.1%	40%
COc1ccc(NC2CCCN(C(=O)c3csc(C)n3)C2)cc1 (centres undefined)	-4%	107µM*	35%	-3%	·	-9%	-8%	-0.3%	2.4%
COc1ccc(CNC(=S)Nc2ccc(S(N)(=O)=O)cc2)cc1	6%	1%	-5%	-1%	-1.5%	-2%	0%	0.1%	0.0%
Cc1ccc(NC(=O)CSc2ncn(-c3ccccc3)n2)cc1C	-1%	7%	5%	-9%	-1.7%	0%	-5%	0.0%	1.9%
COCCn1c(-c2cccc([N+](=O)[O-])c2)nc2c1c(=O)[nH]c(=O)n2Cc1ccccc1	-3%	12%	7%	-2%	-1.4%	-5%	-15%	-1.0%	4.0%
COc1ccc(C(=O)NCC(=O)N/N=C/c2cccnc2)cc1	-7%	7%	5%	-3%	·	-6%	10%	-0.6%	1.4%
CCN(CC)C(=O)NC1CC(=O)N(c2ccc(OC)cc2)C1 (centres undefined)	1%	2%	6%	3%	-2.5%	-13%	0%	0.0%	0.2%
COc1cc(-c2cc(=O)c3c(O)cc(O)cc3o2)ccc1O	-15%	·	12%	·	-0.1%	-5%	-14%	0.6%	·
COCCNC(=O)C(c1ccc(C)o1)N(Cc1ccc(F)cc1)C(=O)Cn1nnc2ccccc21 (centres undefined)	-1%	-3%	4%	-11%	-1.9%	-11%	6%	-0.6%	1.0%
